Screening data (PubChem BioAssay)
Rev-RRE block – HIV-1 Rev-RRE binding inhibitors, primary screen, biochemical, FRET, protein-RNA interaction; 97,000 tested, 0.79% active; inhibition, % at 8 µM; P05866; Rev peptide-RRE RNA binding;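 active means inhibition above the screen-wide mean plus 3 SD, cut at about 35% in these data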;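 further: 0% = median DMSO wells and 100% = median Neomycin B control wells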
Target sequence (P05866 whole entry, looked up): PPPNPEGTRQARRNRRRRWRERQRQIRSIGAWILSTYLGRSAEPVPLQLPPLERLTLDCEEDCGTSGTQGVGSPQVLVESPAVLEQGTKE
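Assay system: labelled RRE RNA duplex and labelled Rev peptide / Medium: HEPES pH 7.5 salt buffer with EDTA / Reagent: labelled Rev peptide / Schedule: 5 + 15 min at 25 °C / Signal: FRET, excitation 480 nm, emission 540 nm donor and 671 nm acceptor / Benchmarks: DMSO and neomycin B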
PLK1 PBD inh – Plk1 polo box domain binding inhibitors, primary screen, biochemical, fluorescence polarization; Plk1 PBD phosphopeptide binding; inhibition, %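 (tested at about 20 µM)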; 97,000 tested, 0.13% active; in the data active means inhibition above about 34%, passing the limit was not always enough
Target sequence (P53350 whole entry, looked up, the tested form may be a part): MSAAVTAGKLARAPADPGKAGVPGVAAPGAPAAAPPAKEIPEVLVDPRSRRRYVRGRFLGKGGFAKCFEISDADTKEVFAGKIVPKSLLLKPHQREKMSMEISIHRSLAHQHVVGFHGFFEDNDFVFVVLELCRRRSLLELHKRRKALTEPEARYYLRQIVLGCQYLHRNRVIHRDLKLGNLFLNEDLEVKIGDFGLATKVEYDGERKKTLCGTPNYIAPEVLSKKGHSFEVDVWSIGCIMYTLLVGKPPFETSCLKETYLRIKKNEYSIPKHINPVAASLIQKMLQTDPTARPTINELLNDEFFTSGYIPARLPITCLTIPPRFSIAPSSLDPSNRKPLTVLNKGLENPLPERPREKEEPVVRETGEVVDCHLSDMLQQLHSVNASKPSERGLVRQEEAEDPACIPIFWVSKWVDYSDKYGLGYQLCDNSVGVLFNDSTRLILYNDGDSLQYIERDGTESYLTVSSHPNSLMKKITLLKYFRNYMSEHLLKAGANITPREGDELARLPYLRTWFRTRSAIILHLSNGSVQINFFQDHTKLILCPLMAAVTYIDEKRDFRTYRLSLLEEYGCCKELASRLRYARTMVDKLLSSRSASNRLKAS
PLK1 kinase inh – human PLK1 kinase inhibitors, primary screen, biochemical, TR-FRET; recombinant PLK1 kinase, TR-FRET peptide phosphorylation; inhibition, % at 10 µM; 97,000 tested, 0.53% active; AID 619, 2007;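 active means inhibition of 50% or more in the single-concentration screen; inactive means inhibition below 50%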;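 further: 0% = DMSO max control and 100% = H-89 dihydrochloride min control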
MT1-MMP txn act – MT1-MMP promoter reporter activation – cell-based, luciferase luminescence, primary screen; 86,000 tested, 0.16% active; activation factor at 10 µM; HT1080 MT1-MMP promoter luciferase reporter, overnight; stronger effect = higher value;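 active means activation factor of at least 2 for MT1-MMP transcription at 10 µM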
S1P2 antag – human S1P2 receptor antagonists, primary screen, cell-based. Sphingosine 1-phosphate receptor 2 (Homo sapiens), O95136. cell-based S1P2 antagonist assay, inhibition at 5 uM. inhibition, % at 5 µM. 97,000 tested, 0.21% active; in the data active means inhibition above about 45%;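 further: CRE beta-lactamase reporter cells expressing human S1P2 stimulated with S1P; 0% = agonist at EC80 alone and 100% = agonist plus reference antagonist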
Target sequence (O95136 whole entry, looked up): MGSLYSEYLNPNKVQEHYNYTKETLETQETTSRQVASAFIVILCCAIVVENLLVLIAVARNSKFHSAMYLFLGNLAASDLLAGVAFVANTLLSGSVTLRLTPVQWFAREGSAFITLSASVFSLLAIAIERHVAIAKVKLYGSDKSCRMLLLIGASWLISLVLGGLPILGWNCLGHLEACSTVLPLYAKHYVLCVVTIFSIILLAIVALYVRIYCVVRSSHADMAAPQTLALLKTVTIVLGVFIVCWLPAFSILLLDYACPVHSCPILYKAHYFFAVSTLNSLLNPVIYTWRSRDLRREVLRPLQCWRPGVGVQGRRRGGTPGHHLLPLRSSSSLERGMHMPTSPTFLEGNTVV
S1P2 ag – S1P2 receptor agonists, primary screen, cell-based; Sphingosine 1-phosphate receptor 2 (Homo sapiens), O95136; S1P2-expressing cell line, agonist reporter read-out; activation, % at 4.5 µM; 97,000 tested, 0.46% active; AID 729, 2007; in the data active means activation above about 16%;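 further: 0% = vehicle low control and 100% = maximal reference agonist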
FAK inh – FAK kinase inhibitors, primary screen, biochemical. AID 727, 2007. inhibition, %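 (tested at 7 µM)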. 97,000 tested, 0.84% active. biochemical FAK kinase activity assay; in the data active means inhibition above about 19%;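 further: 0% = DMSO and 100% = reference compound high control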
EphB4 ephrin blk – EphB4-ephrin-B2 interaction antagonists, primary screen, biochemical, TNYL-RAW peptide probe, fluorescence polarization. inhibition, % at 7 µM. Ephrin type-B receptor 4 (Homo sapiens), P54760. AID 720, 2007. EphB4 LBD / TNYL-RAW-Alexa532 peptide. 97,000 tested, 0.15% active;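 active means inhibition above the screen-wide mean inhibition plus 3 SD, cut at about 15% in these data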;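 further: 0% = DMSO wells and 100% = excess unlabeled TNYL-RAW peptide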
PLAP activator – PLAP enzyme activators, biochemical, luminescence, HTS; activation fold at 20 µM; Alkaline phosphatase, placental type (Homo sapiens), P05187; 96,000 tested, 1.2% active; purified PLAP enzyme, luminescent substrate read-out; stronger effect = higher value; AID 696, 2007; in the data active means activation fold above about 2
An asterisk follows results filed as active; nt = no result given.

Molecule,Rev-RRE block,PLK1 PBD inh,PLK1 kinase inh,MT1-MMP txn act,S1P2 antag,S1P2 ag,FAK inh,EphB4 ephrin blk,PLAP activator
Cc1ccc(NS(=O)(=O)c2ccc(NC(=O)c3ccc(Br)o3)cc2)c(C)c1,5,-11,-2,1,3,-5,1,7,1
COc1ccccc1CN(C)C(=O)C1COc2ccccc2O1 (stereo unspecified),1,-3,-3,1.1,0,-6,1,-1,1.5
N#CC1=C(SCC(=O)NC23CC4CC(CC(C4)C2)C3)NC(=O)C(C#N)C12CCCCC2 (stereo unspecified),-2,-22,-4,0.8,-4,-6,-1,5,nt
CCc1nc(N2CCN(S(=O)(=O)c3ccc(Br)cc3)CC2)c2c(C)c(C)sc2n1,10,-3,-11,1,-21,-2,-1,8,nt
CCN(C1CCS(=O)(=O)C1)S(=O)(=O)c1cccs1 (stereo unspecified),12,-5,-7,1.2,5,-2,2,1,1.1
CCOc1ccc2nc(N3CCOCC3)nc(C)c2c1,7,-5,-6,1,-15,3,1,-2,1.6
COC(=O)C1=C(C)N(c2ccc(F)c(Cl)c2)C(=O)C1,0,5,-4,1.3,-4,0,-1,5,1.3
COCCNC(=O)Cn1cnc2sc(C)c(S(=O)(=O)N3CCC(C)CC3)c2c1=O,-1,-3,2,1.1,9,-3,2,-3,1.1
CC(C)n1c(SCC(=O)N2c3ccccc3CCc3ccccc32)nc2c1c(=O)n(C)c(=O)n2C,-2,-4,-6,1.1,-19,-6,1,3,nt
C=CCNC(=O)c1onc(CSc2cccc(Cl)c2)c1C(=O)O,1,7,-10,nt,-11,-2,-3,-1,1
N#C/C(=C/c1ccc2c(c1)OCO2)C(=O)NCCc1c[nH]c2ccccc12,-2,-19,-3,nt,-16,-1,-1,-2,0.9
CN1CCN(c2ccc(NC(=O)COc3ccc(Cl)cc3Cl)cc2)CC1,-3,16,3,1.1,0,-6,-1,-5,1.7
CCc1nc2ccccc2n1CCC(=O)O,7,18,-10,1.2,-4,-4,-2,-6,nt
COc1ccc(S(=O)(=O)Cc2ccc(C(=O)NCc3cccs3)o2)cc1,11,-10,-14,1,-3,-3,-5,-7,0.7
Cc1ccc(-c2nnn(CC(=O)NCc3ccccc3)n2)c(-n2cnnn2)c1,5,17,4,1.2,-9,-4,-1,-3,1.1
Oc1ccc(Cl)cc1C1=Nc2ccccc2N=C(c2ccco2)C1,12,-9,-10,1.4,6,-3,-1,10,nt
CC(=O)N1CCC(Nc2ccc(C)cc2)CC1,6,21,-1,1.1,0,-2,3,6,1
CCNc1nc(NCC)n2c(SCc3ccc(F)cc3)nnc2n1,1,-5,-7,1.1,4,-2,-2,-5,1
Cc1ccc(-c2cc(C(=O)NCc3ccco3)no2)cc1,-3,11,-10,1.2,2,-5,3,-4,1
Cc1c(Br)cccc1NC(=O)c1sccc1-n1cccc1,15,-8,-14,1,-11,-4,2,3,1.1
O=C(C1=C(O)C(=O)N(CCN2CCOCC2)C1c1ccncc1)c1ccco1 (stereo unspecified),9,-15,2,1.1,0,-1,-6,-3,1
COC(=O)C(C)Sc1nc2c(cnn2-c2ccccc2)c(=O)[nH]1 (stereo unspecified),3,7,-5,1.2,-26,-3,-6,-3,1.2
O=C(N1CCOCC1)N(Cc1ccco1)CC1CCCO1 (stereo unspecified),1,-7,-4,nt,18,-1,-2,-2,1.2
CCCCn1nc2cc(C(=O)NCc3ccc(OC)cc3)ccc2c1OCC,1,12,-13,nt,4,-6,-3,-2,0.9
Nc1nonc1-n1nnc(C(=O)c2ccccc2)c1-c1ccccc1,8,-30,14,0.9,-11,-4,0,2,0.5
Cc1cc(C)n(-c2nc3c(c(=O)[nH]c(=O)n3C)n2Cc2ccc(F)cc2)n1,5,-9,-13,1.1,-11,-5,-3,-5,1.4
CC1(C(=O)CSc2ncn[nH]2)CCC(=O)O1 (stereo unspecified),1,12,-16,1.3,-7,-3,-1,0,1.3
CC12CCC(C(=O)Nc3cccc(NC(=O)C45CCC(C)(C(=O)O4)C5(C)C)n3)(OC1=O)C2(C)C,6,-8,-14,1.1,-8,-2,0,-8,1.5
CC(=O)NC(NC(=S)Nc1ccc(N=Nc2ccccc2)cc1)C(Cl)(Cl)Cl (stereo unspecified),7,-6,-10,nt,17,-2,1,3,1
Clc1ccccc1OCc1nnc(-c2ccccc2Br)o1,13,1,-6,1.6,0,-4,1,-6,1.1
COc1ccc(NC(=O)N(Cc2ccc(C)cc2)Cc2ccccn2)c(OC)c1,12,9,-14,1,7,-4,2,-1,nt
O=S(=O)(NCc1ccncc1)c1ccc(S(=O)(=O)NCC2CCCO2)cc1 (stereo unspecified),6,-7,-10,1.2,9,1,6,-1,0.8
Cc1sc2ncnc(-n3cnc4ccccc43)c2c1C,4,12,-8,1.3,16,-5,2,3,0.8
CCCC(C(=O)n1nc(C)cc1C)C(NS(=O)(=O)c1ccc(C)cc1)c1ccccc1 (stereo unspecified),9,3,-12,nt,-1,0,-2,8,1
Clc1ccc(Cn2ncc3c(NCc4cccnc4)ncnc32)cc1,4,-28,-7,1,2,-4,1,2,0.8
CN1CCc2c(sc3c2C(=O)NC(c2cccs2)N3)C1 (stereo unspecified),67*,-7,10,1.4,4,3,6,1,1
CCCCN(C)C(=O)c1cn(CC)c2nc(C)ccc2c1=O,-1,-1,-13,1.1,0,-4,5,-1,1
CC1CCCCC1NC(=O)Cn1[nH]c(=O)c2ccccc2c1=O (stereo unspecified),-3,14,0,1.2,14,-4,-3,-6,1
O=C(Cn1cnc2ccccc21)N/N=C/c1ccccn1,5,5,-3,nt,14,-5,4,5,1.8
O=c1[nH]c(-c2ccccc2)c(-c2ccccc2)[nH]1,3,-13,0,1,-17,-4,3,-9,0.9
Cn1c(=O)c2c(nc(NCc3ccco3)n2CCc2ccccc2)n(C)c1=O,2,-5,-3,1.1,12,-1,0,-2,0.9
Cc1cc(C)n(-c2ccc3cccc(NS(C)(=O)=O)c3n2)n1,6,17,-30,1,-19,0,0,3,1.3
CCN(CC)CC(C)OC(=O)c1cc(OC)c(OC)c(OC)c1 (stereo unspecified),4,9,-5,1.1,-9,-3,-1,3,1
CCOc1cc(C(=O)Nc2ccccc2N2CCN(S(C)(=O)=O)CC2)cc(OCC)c1OCC,9,6,-10,1,-23,0,0,-6,1.4
CCc1ccc(C(C(=O)NCCOC)N(C(=O)Cn2nnc3ccccc32)c2cccnc2)cc1 (stereo unspecified),1,-5,-12,1.1,17,-7,0,5,nt
COc1cccc(NC(=O)CN(c2cccc(F)c2)S(C)(=O)=O)c1,3,-8,-9,1.2,-1,-7,3,3,0.8
Cc1cccc(OCC(=O)Nc2ccc(N3CCN(S(C)(=O)=O)CC3)cc2)c1C,1,2,-7,1.2,-1,-6,1,0,1.1
COc1ccc(-c2cc3nc(C)cc(C)n3n2)cc1,3,-14,-9,1.5,-3,-4,1,4,0.8
CCc1ccc(NC(=O)CS(=O)CC(=O)NCC2OCCc3ccccc32)cc1 (stereo unspecified),12,-8,-1,1.2,5,-5,2,4,1.7
O=P(O)(O)c1ccccc1OCCCCCOc1ccccc1P(=O)(O)O,3,11,-21,1.1,31,-1,88*,1,0.8
COc1cc2cc(C(c3nnnn3C3CCCC3)N3CCCCCC3)c(=O)[nH]c2cc1OC (stereo unspecified),58*,-16,-16,1,14,-6,5,0,1.4
COc1ccc(C(CC(=O)O)NC(=O)OC(C)(C)C)cc1 (stereo unspecified),7,-11,-15,1.1,-21,-2,-3,-1,nt
CCC(=O)N1CCN(c2ccccc2NC(=O)COc2ccccc2Cl)CC1,3,-3,-10,1.3,2,-3,3,-8,1.5
O=C(CSc1ccc2c(c1)OCCO2)NCCN1C(=O)CSC1=O,3,-13,-7,1.1,7,-5,0,-3,1.1
COc1cccc(COc2ccc3c(C)c(Cc4ccccc4)c(=O)oc3c2)c1,11,-4,2,nt,10,-4,-8,-1,nt
Cc1cc(C)n(-c2nc3sc4c(c3c(=O)[nH]2)CCCC4)n1,4,9,-12,1.1,-4,-3,2,-3,1.6
Cc1ccc(Cn2nnnc2CN2CCC(NC(=O)c3ccccc3F)CC2)cc1,5,16,-6,1.1,6,-5,0,1,1
COc1ccccc1C(=O)NCC(c1cccnc1)N(C)C (stereo unspecified),9,10,-11,1,6,-4,8,-4,1.1
COc1ccc(-c2cc(C(F)(F)F)n3nc(C(=O)NCc4ccco4)c(Cl)c3n2)cc1,2,-9,-8,1.2,0,-9,-2,6,1.2
O=C(NCCCN1CCCC1)C1CCN(C(=O)c2cc3sccc3n2Cc2ccc(F)cc2)CC1,11,-6,-5,1.2,17,-3,8,7,1.6

Profiles as entered above. Order of screens: Rev-RRE block	PLK1 PBD inh	PLK1 kinase inh	MT1-MMP txn act	S1P2 antag	S1P2 ag	FAK inh	EphB4 ephrin blk	PLAP activator
Listed for `O=S(=O)(NCc1ccncc1)c1ccc(S(=O)(=O)NCC2CCCO2)cc1` (stereo unspecified) = 6	-7	-10	1.2	9	1	6	-1	0.8
Listed for `CCC(=O)N1CCN(c2ccccc2NC(=O)COc2ccccc2Cl)CC1` = 3	-3	-10	1.3	2	-3	3	-8	1.5

Continued:
Molecule,Rev-RRE block,PLK1 PBD inh,PLK1 kinase inh,MT1-MMP txn act,S1P2 antag,S1P2 ag,FAK inh,EphB4 ephrin blk,PLAP activator
COCCn1nnnc1C(c1ccccn1)N1CCN(c2cccc(C)c2C)CC1 (stereo unspecified),2,-10,-11,1.2,-5,-11,-1,4,nt
Nc1ccccc1Nc1ccncc1[N+](=O)[O-],0,-36,0,1.1,8,-11,-2,11,1
CCOCCCNC(=O)C(NC(=O)c1ccc(=O)[nH]c1)c1ccc(C)cc1 (stereo unspecified),3,10,-5,nt,-12,-1,-3,-3,0.9
Cc1nc(SCC(=O)OCc2ccccc2)c(C#N)c(-c2ccccc2)c1C(=O)Nc1ccccc1,17,-29,-34,nt,22,-16,0,2,1.1
COC(=O)[C@@H](NC(=O)Nc1cccc(OC)c1)C(C)C,11,15,-6,1.2,16,-13,8,8,1
Cn1c(=O)c2nc(NCc3ccccc3)cnc2n(C)c1=O,24,-31,-4,1,28,-11,-2,0,1
CC(=O)Nc1ccc(S(=O)(=O)c2ccc(N)cc2)cc1N,3,6,9,1.1,-8,-5,-7,-6,1.1
CC(C)n1c(NCc2cc(Cl)ccc2O)nc2ccccc21,-2,12,2,1.1,4,-3,-2,2,0.9
CN(Cc1ccccc1)C(=O)CSc1nnc(-c2ccco2)n1-c1ccccc1,6,-5,-15,1,-9,-2,3,-2,1.3
COc1ccc(-c2nc3ccccc3c(=O)o2)cc1OC,-2,11,0,nt,-50,2,5,7,1.2
CN(c1ccccc1C(=O)Nc1ccc2c(c1)OCO2)S(C)(=O)=O,5,-3,2,1.2,23,-4,-4,-4,nt
Cc1occc1C(=O)NCc1cccc(CNC(=O)c2ccoc2C)c1,-1,-28,-7,1.1,3,-3,5,-9,1.1

Quoted from the listing.
O=C(CSc1ccc2c(c1)OCCO2)NCCN1C(=O)CSC1=O @ Rev-RRE block = 3
CCOCCCNC(=O)C(NC(=O)c1ccc(=O)[nH]c1)c1ccc(C)cc1 (stereo unspecified) @ PLK1 kinase inh = -5
CN(Cc1ccccc1)C(=O)CSc1nnc(-c2ccco2)n1-c1ccccc1 @ MT1-MMP txn act = 1

FAK inh, entries above that show a hit.
Molecule,Rev-RRE block,PLK1 PBD inh,PLK1 kinase inh,MT1-MMP txn act,S1P2 antag,S1P2 ag,FAK inh,EphB4 ephrin blk,PLAP activator
O=P(O)(O)c1ccccc1OCCCCCOc1ccccc1P(=O)(O)O,3,11,-21,1.1,31,-1,88*,1,0.8
